Source: PubChem
ARNT-TACC3 inh: disrupts binding between human ARNT and TACC3; Q9Y6A5; 0.66% of 390,000 active; inhibition, % at 9.99 µM; AlphaScreen His-ARNT PAS-B/GST-TACC3 binding, luminescence; TACC3 fragment carries E629A point mutation;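 active = mean inhibition of replicates at least 50% and at least half of replicates each reaching 50%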;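 note: 0% = complete ARNT plus TACC3 wells and 100% = ARNT alone without TACC3; many hits fall short of the cut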
Cneo AK release: Cryptococcus neoformans lysis via adenylate kinase release; AID 651654; C. neoformans lysis, adenylate kinase release luminescence, 4 h; normalised: neutral wells 0, clomiphene wells 100; lysis activity, % at 15 µM; 0.2% of 360,000 active;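 active = mean lysis activity across replicates of at least 80%, whatever share of replicates individually reach that level; inactive = mean lysis activity below 80%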
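Schedule: static 4 h at 37 °C with compound, 1 h detection; system: C. neoformans cells; benchmarks: Clomiphene as positive control; buffer or medium: fresh YPD medium; measure: luminescence rise reflecting yeast cell lysis; measured by: luminescent adenylate kinase detection reagent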
Statin myotox sup: protects C2C12 myotubes from simvastatin toxicity; ATP luminescence, 48 h; scaled: DMSO 0, geranylgeraniol control 100; rescue of ATP level, % at 7.49 µM; 0.78% of 330,000 active;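 active = mean ATP rescue above about 67%, or every replicate alone reaching that limit, limit read from the data, passing the limit was not always enough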;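 note: myotubes were challenged with 10 µM simvastatin during compound exposure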
esBAF inh: inhibitors of esBAF chromatin remodeling in mouse ES cells; reporter increase, % at 12.5 µM; AID 602393; Bmi1-luciferase knock-in reporter, 24 h; 100% = twice the neutral-well signal; 2% of 350,000 active; in the data active = activation above about 40%;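 note: 0% = median of the plate's neutral control wells and 100% = double that signal; a rise in the Bmi1 reporter signal indicates esBAF inhibition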
miR-122 sensor: inhibitors of miR-122 in Huh7 cells; Huh7 miR-122 Renilla luciferase sensor, 48 h; neutral wells = 0, positive control = 100; activation (reporter increase), % at 12.5 µM; 0.3% of 340,000 active;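 active = mean replicate activation score at least 90 and every replicate individually at or above 90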;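 note: higher luciferase means less miR-122 activity so hits act as miR-122 inhibitors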
SIRT5 inh: sirtuin-5 (human) deacylase inhibition; inhibition, % at 15 µM; 1.1% of 330,000 active; Purified SirT5, succinyl-peptide AMC, trypsin-coupled fluorescence; in the data active = inhibition above about 15%
Target sequence (Q9NXA8 whole entry, looked up): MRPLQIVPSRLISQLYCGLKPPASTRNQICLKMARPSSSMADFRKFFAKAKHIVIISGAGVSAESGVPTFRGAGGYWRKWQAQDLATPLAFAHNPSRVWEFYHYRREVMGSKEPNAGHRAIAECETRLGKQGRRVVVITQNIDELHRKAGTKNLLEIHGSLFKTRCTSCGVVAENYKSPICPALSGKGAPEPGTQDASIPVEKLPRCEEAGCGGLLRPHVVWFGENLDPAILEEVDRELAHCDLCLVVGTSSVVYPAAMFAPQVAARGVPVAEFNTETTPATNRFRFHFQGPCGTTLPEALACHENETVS
ERp5 inh: ERp5 (human) disulfide isomerase inhibition; AID 651711; Q15084; inhibition, % at 9.99 µM; ERp5 insulin aggregation, absorbance 650 nm, 90 min; 0.05% of 350,000 active;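 active = mean replicate inhibition above about 25%, with every replicate also reaching it, limit read from the data, passing the limit was not always enough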
Target sequence (Q15084 whole entry, looked up): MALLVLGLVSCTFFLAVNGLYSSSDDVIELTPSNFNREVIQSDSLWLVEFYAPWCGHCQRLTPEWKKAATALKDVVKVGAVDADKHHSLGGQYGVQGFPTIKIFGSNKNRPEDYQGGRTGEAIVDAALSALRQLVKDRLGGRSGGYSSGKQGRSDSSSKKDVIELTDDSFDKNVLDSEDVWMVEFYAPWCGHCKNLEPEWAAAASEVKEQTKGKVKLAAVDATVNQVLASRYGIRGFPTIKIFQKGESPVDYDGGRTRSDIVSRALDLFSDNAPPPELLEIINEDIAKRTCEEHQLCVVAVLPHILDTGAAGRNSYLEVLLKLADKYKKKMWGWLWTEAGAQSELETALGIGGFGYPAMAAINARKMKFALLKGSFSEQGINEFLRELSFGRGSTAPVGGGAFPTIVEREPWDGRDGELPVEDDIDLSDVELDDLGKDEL
* = called active by the depositor; [ ] = another dose, or the depositor's remark.

For COc1cccc(S(=O)(=O)N(C)C[C@@H]2Oc3cc(C#CCC(C)C)ccc3S(=O)(=O)N([C@H](C)CO)C[C@H]2C)c1 the results were ARNT-TACC3 inh 4, Cneo AK release 2, Statin myotox sup -88, esBAF inh 0, miR-122 sensor -8[16.7 µM], SIRT5 inh 9 and ERp5 inh 1.
`O=C(CN1CCN(C(c2ccccc2)c2ccccc2)CC1)N1N=CCC1c1ccccc1` (configuration not stated) gave ARNT-TACC3 inh 1, SIRT5 inh -3 and ERp5 inh -9.
C[C@H]1CN([C@@H](C)CO)C(=O)c2cc(NC(=O)Nc3ccc(F)cc3)ccc2O[C@@H]1CN(C)S(=O)(=O)c1ccccc1 was read as ARNT-TACC3 inh -1, Cneo AK release -1, Statin myotox sup -48, esBAF inh -3, miR-122 sensor 4[16.7 µM], SIRT5 inh 0 and ERp5 inh -13.
O=C1C2CCCN2C(c2ccccc2)N1c1nccs1 (configuration not stated) was read as ARNT-TACC3 inh 17, Cneo AK release 0, Statin myotox sup 7, esBAF inh -4 and miR-122 sensor -3.
`O=C(COC(=O)c1ccc(S(=O)(=O)N2CCOCC2)cc1)NC1CCCC1` gave ARNT-TACC3 inh -4, Cneo AK release 1, Statin myotox sup -14, esBAF inh -3 and miR-122 sensor -8.
`N#C/C(=C(/O)c1ccc2c(c1)OCO2)c1nc2cc(C(F)(F)F)ccc2s1` gave ARNT-TACC3 inh -5, Cneo AK release 2, Statin myotox sup -324, esBAF inh -14, miR-122 sensor 1, SIRT5 inh -3 and ERp5 inh -9.
Screening CCCNC(=O)N[C@@H]1CC[C@H](CCn2cc(-c3cccc(F)c3)nn2)O[C@H]1CO returned Cneo AK release -11, Statin myotox sup -2, esBAF inh -3, SIRT5 inh -2 and ERp5 inh -3.
`CC(C)CC(CO)N1CCN(C(=O)c2ccc(C(C)(C)C)cc2)CCC1=O` (configuration not stated) gave ARNT-TACC3 inh -31, Cneo AK release -1, Statin myotox sup 8, esBAF inh -4, miR-122 sensor -5, SIRT5 inh -2 and ERp5 inh -4.
`COC(=O)C[C@H]1C[C@@H]2c3cc(NC(=O)NC4CCCCC4)ccc3O[C@@H]2[C@@H](CO)O1` gave ARNT-TACC3 inh -1, Cneo AK release -1, Statin myotox sup -7, esBAF inh -3, miR-122 sensor 6[16.7 µM], SIRT5 inh -5 and ERp5 inh 1.
CCc1cccc(CC)c1NC(=O)CSc1nnc(C2CC2)n1C was read as ARNT-TACC3 inh 8, Cneo AK release 1, Statin myotox sup 31, esBAF inh 0, miR-122 sensor 0, SIRT5 inh -1 and ERp5 inh 2.
C=CCNC(=S)NNC(=O)c1ccc(OCCC)cc1 was read as ARNT-TACC3 inh -5, Cneo AK release 0, Statin myotox sup 11 and esBAF inh -2.
Cc1cc(C)cc(NC(=O)Nc2cccc(S(N)(=O)=O)c2)c1 was read as Cneo AK release -2, miR-122 sensor 7, SIRT5 inh 0 and ERp5 inh 5.
COc1ccc(C(=O)Nc2ccc3[nH]c(-c4cccc(OC)c4)cc(=O)c3c2)cc1 was read as ARNT-TACC3 inh 25, Cneo AK release 2, Statin myotox sup -71, esBAF inh 5, SIRT5 inh -2 and ERp5 inh -3.
For CCCCOc1ccc(C(=O)N2CCNC(=O)C2)cc1 the results were ARNT-TACC3 inh -7, Cneo AK release -1, Statin myotox sup -1, esBAF inh -7, miR-122 sensor -1 and ERp5 inh -4.
`COc1c(C)cc(Br)cc1C(=O)Nc1ccc(S(N)(=O)=O)cc1` gave ARNT-TACC3 inh 2, SIRT5 inh -1 and ERp5 inh 0.
CCCNC(=O)C1(C)CCCN(C(=O)c2ccc(F)cc2Cl)C1 (configuration not stated) was read as Cneo AK release 0, Statin myotox sup 7, esBAF inh -3, miR-122 sensor 2 and ERp5 inh -1.
Cc1ccc(CNC(=O)CCc2cn(C)c3ccccc23)cc1 was read as ARNT-TACC3 inh -10, Cneo AK release 3, Statin myotox sup 11, esBAF inh -5, miR-122 sensor 1, SIRT5 inh -1 and ERp5 inh 1.
`Cc1ccc(S(=O)(=O)c2nc(S(=O)(=O)c3ccccc3)sc2N2CCN(CCO)CC2)cc1` gave ARNT-TACC3 inh 4, Cneo AK release -1, Statin myotox sup 33, esBAF inh 5, SIRT5 inh 1 and ERp5 inh -5.
Cc1c(O)ccc(NC(=O)/C=C/c2ccccc2)c1C was read as ARNT-TACC3 inh 4, SIRT5 inh 0 and ERp5 inh 2.
C[C@@H]1CN([C@H](C)CO)C(=O)c2cc(NC(=O)C3CCCCC3)ccc2O[C@@H](C)CCCCO[C@@H]1CN(C)C(=O)c1ccncc1 was read as Statin myotox sup 15, esBAF inh 1 and miR-122 sensor 3[16.7 µM].

Compounds shown so far that have two or more sulfur atoms:
For COc1cccc(S(=O)(=O)N(C)C[C@@H]2Oc3cc(C#CCC(C)C)ccc3S(=O)(=O)N([C@H](C)CO)C[C@H]2C)c1 the results were ARNT-TACC3 inh 4, Cneo AK release 2, Statin myotox sup -88, esBAF inh 0, miR-122 sensor -8[16.7 µM], SIRT5 inh 9 and ERp5 inh 1.
`Cc1ccc(S(=O)(=O)c2nc(S(=O)(=O)c3ccccc3)sc2N2CCN(CCO)CC2)cc1` gave ARNT-TACC3 inh 4, Cneo AK release -1, Statin myotox sup 33, esBAF inh 5, SIRT5 inh 1 and ERp5 inh -5.

Carrying on:
For O=C(O)/C=C/C(=O)Nc1ccc(F)cc1F the results were ARNT-TACC3 inh -19, Cneo AK release 2, Statin myotox sup 9, esBAF inh -3, SIRT5 inh 1 and ERp5 inh -4.
CCCCCCn1c(C)nc2c(c1=O)c1nc3ccccc3nc1n2/N=C/c1ccco1 was read as ARNT-TACC3 inh -7, Cneo AK release -3 and miR-122 sensor -1.
COc1ccc(C2CC(c3cccs3)=NN2C(=O)CN2CCCCC2)cc1 (configuration not stated) was read as miR-122 sensor -1, SIRT5 inh 33* and ERp5 inh 1.
Cc1ccc(S(=O)(=O)N2CCCCC2C(=O)Nc2nncs2)cc1 (configuration not stated) was read as ARNT-TACC3 inh 5, Cneo AK release -3, Statin myotox sup -2, esBAF inh 2, miR-122 sensor -8, SIRT5 inh -2 and ERp5 inh 4.
`CN(Cc1ccccc1F)c1ncnc2sccc12` gave ARNT-TACC3 inh -22, Cneo AK release -1, Statin myotox sup -11, esBAF inh 4, miR-122 sensor -3, SIRT5 inh 9 and ERp5 inh -8.
For COc1ccc(S(=O)(=O)N(C)C[C@@H]2OCCCC[C@@H](C)Oc3ccc(N(C)C)cc3C(=O)N([C@@H](C)CO)C[C@@H]2C)cc1 the results were ARNT-TACC3 inh 10, Cneo AK release 1, Statin myotox sup -27, esBAF inh -2, miR-122 sensor 5[16.7 µM], SIRT5 inh 4 and ERp5 inh 3.
O=[N+]([O-])c1cc(S(=O)(=O)Nc2ccc(Cl)cc2)ccc1N/N=C/c1ccncc1 was read as ARNT-TACC3 inh -2, Cneo AK release 0, Statin myotox sup -4, esBAF inh 34, miR-122 sensor 279*, SIRT5 inh -1 and ERp5 inh 2.
`COc1ccc(CCCC(=O)O)c(C)c1` gave ARNT-TACC3 inh 7, Cneo AK release -3, esBAF inh -10 and miR-122 sensor -3.
`Cc1ccc2c(c1)C(=O)C(=O)N2c1ccc(C(F)(F)F)cc1` gave ARNT-TACC3 inh 0, Cneo AK release 0, Statin myotox sup 6, esBAF inh 4, miR-122 sensor -1 and ERp5 inh 1.
Screening CCCCOc1cccc(C2C(C(=O)c3ccc(C)o3)=C(O)C(=O)N2Cc2ccco2)c1 (configuration not stated) returned ARNT-TACC3 inh -1, Cneo AK release -6, Statin myotox sup 7, esBAF inh 5, miR-122 sensor -1, SIRT5 inh 5 and ERp5 inh 1.
For Cc1ccc(S(=O)(=O)N2CCOCC2)cc1NC(=O)Nc1ccc([N+](=O)[O-])cc1 the results were ARNT-TACC3 inh 3, Cneo AK release 0, Statin myotox sup -4, esBAF inh -5, miR-122 sensor 5, SIRT5 inh -4 and ERp5 inh 2.
For COc1ccc(NC(=O)Nc2ccc3c(c2)C(=O)N([C@H](C)CO)C[C@H](C)[C@@H](CN(C)S(=O)(=O)c2ccc(C)cc2)OCCCC[C@@H](C)O3)cc1 the results were ARNT-TACC3 inh 0, Cneo AK release -4, esBAF inh 0, miR-122 sensor -3[16.7 µM], SIRT5 inh -2 and ERp5 inh -1.
Cc1ccc(S(=O)(=O)Nc2ccccc2C(=O)NCc2cccnc2)cc1 was read as ARNT-TACC3 inh -1, Statin myotox sup 9, esBAF inh 1, miR-122 sensor -7, SIRT5 inh -1 and ERp5 inh -14.
For CNc1ccc(/C=C\CCCO)cn1 the results were Cneo AK release 1, Statin myotox sup 1, esBAF inh 19, miR-122 sensor -2, SIRT5 inh -28 and ERp5 inh -7.
CNC(=O)NC(=O)COC(=O)CCCSc1nc2ccccc2s1 was read as ARNT-TACC3 inh 2, Cneo AK release 1, Statin myotox sup 0, esBAF inh -47, miR-122 sensor -4, SIRT5 inh -2 and ERp5 inh 3.
`C[C@@H]1CCCCO[C@H](CN(C)C(=O)Cc2ccccc2)[C@@H](C)CN([C@H](C)CO)C(=O)c2cc(NC(=O)Nc3ccc(F)cc3)ccc2O1` gave ARNT-TACC3 inh -1, Cneo AK release 51, esBAF inh 0, miR-122 sensor 14[16.7 µM], SIRT5 inh 2 and ERp5 inh 2.
For O=C(COC(=O)CCC(=O)c1ccc(F)cc1)Nc1nnc(-c2ccccc2)o1 the results were ARNT-TACC3 inh 12, Cneo AK release 2, Statin myotox sup 2, esBAF inh 5, SIRT5 inh 3 and ERp5 inh 1.
Screening C[C@H]1CN([C@@H](C)CO)C(=O)c2cc(C#CCN(C)C)cnc2O[C@H]1CN(C)C returned ARNT-TACC3 inh -1, Cneo AK release -3, Statin myotox sup 0, esBAF inh -1, miR-122 sensor -1[16.7 µM], SIRT5 inh 9 and ERp5 inh -10.
`Cc1nnc(SCC(=O)N(Cc2ccccc2)C(C)C)n1-c1ccccc1` gave ARNT-TACC3 inh -3, Cneo AK release 13, Statin myotox sup 6 and esBAF inh 0.
COCCc1nn2c(=O)cc(COC(=O)c3cc(OC)c(OC)c(OC)c3)nc2s1 was read as ARNT-TACC3 inh 10, Cneo AK release 0, Statin myotox sup -6, esBAF inh 3, miR-122 sensor 1 and SIRT5 inh -2.
Screening N#Cc1nc(-c2ccco2)oc1N1CCN(c2ccccc2)CC1 returned ARNT-TACC3 inh 34, Cneo AK release 1, esBAF inh -7 and miR-122 sensor -3.
Screening COc1ccc(NC(=O)CN(C)CC(=O)Nc2cccc(C(F)(F)F)c2)cc1 returned ARNT-TACC3 inh 0, Cneo AK release 0, Statin myotox sup 5, esBAF inh -6, miR-122 sensor 3, SIRT5 inh 1 and ERp5 inh 6.
Screening Cc1nc(C(F)(F)F)ccc1C(=O)NCC(O)c1ccccc1 (configuration not stated) returned ARNT-TACC3 inh 4, Cneo AK release -1, Statin myotox sup 3, esBAF inh 34, miR-122 sensor -7, SIRT5 inh 4 and ERp5 inh 0.
O=C(c1ccccc1)N1CCN(S(=O)(=O)N2CCCCC2)CC1 was read as ARNT-TACC3 inh -10, Cneo AK release -2, Statin myotox sup -8, esBAF inh -6 and miR-122 sensor -3.
For Cc1ccccc1OCC(=O)OCC(=O)c1c[nH]c2ccccc12 the results were ARNT-TACC3 inh -3, Cneo AK release 0, Statin myotox sup 10, esBAF inh -8, miR-122 sensor -11, SIRT5 inh -1 and ERp5 inh -11.
`Cc1cc(C(=O)Nc2cccc3c2O[C@@H](CN(C)C(=O)Nc2c(C)noc2C)[C@@H](C)CN([C@H](C)CO)C3=O)n(C)n1` gave ARNT-TACC3 inh -4, Cneo AK release 3, Statin myotox sup -27, esBAF inh -5, miR-122 sensor 3[16.7 µM], SIRT5 inh -6 and ERp5 inh 12.
CO[C@@H]1CN(C)C(=O)c2ccc(NC(=O)C3CC3)cc2OC[C@H](C)N(Cc2ccncc2)C[C@H]1C was read as ARNT-TACC3 inh 1, Cneo AK release 0, Statin myotox sup 0, esBAF inh 2, SIRT5 inh 7 and ERp5 inh 1.
CN(C)C(=O)c1cn(CCC#N)nc1-c1ccc2ccccc2c1 was read as ARNT-TACC3 inh -6, Cneo AK release 0, Statin myotox sup 4, esBAF inh -1, miR-122 sensor -5, SIRT5 inh -2 and ERp5 inh 6.
`Cc1cccc(CSc2nnc(C)c(=O)n2N)c1` gave ARNT-TACC3 inh 1, Cneo AK release 2, Statin myotox sup 2, esBAF inh -7 and miR-122 sensor -3.
